Screening results (PubChem BioAssay)
NPYLR7 ag: agonists of mosquito NPYLR7 receptor, primary screen, cell-based, Aedes aegypti, calcium fluorescence, mosquito biting behavior; Aedes aegypti neuropeptide Y-like receptor 7 (NPYLR7); HEK293T NPYLR7/Galpha15, GCaMP6s calcium fluorescence; activation, % at 10 µM; 270,000 tested, 0.15% active; AID 1259423, 2018; in the data active = activation above about 40%;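 also: 0% = vehicle and 100% = reference agonist at the receptor; some compounds past the cut are filed as inactive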
mcGAS lum: cyclic GMP-AMP synthase inhibitors, mouse, primary biochemical chemiluminescence; Q8C6L5; recombinant cGAS, Kinase-Glo ATP depletion luminescence; inhibition, % at 12.5 µM; 160,000 tested, 0.15% active; AID 1259399, 2018;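 also: 0% = negative control wells and 100% = reference inhibitor with no enzyme activity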
hcGAS inh: Primary biochemical luminescence assay for human cyclic GMP-AMP synthase inhibitors | Q8N884 | recombinant h-cGAS, ATP depletion, Kinase-Glo luminescence | 290,000 tested, 0.081% active | inhibition, % at 12.5 µM;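 also: 0% = vehicle reaction and 100% = reaction without DNA for no activity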
Target sequence (Q8N884 whole entry, looked up): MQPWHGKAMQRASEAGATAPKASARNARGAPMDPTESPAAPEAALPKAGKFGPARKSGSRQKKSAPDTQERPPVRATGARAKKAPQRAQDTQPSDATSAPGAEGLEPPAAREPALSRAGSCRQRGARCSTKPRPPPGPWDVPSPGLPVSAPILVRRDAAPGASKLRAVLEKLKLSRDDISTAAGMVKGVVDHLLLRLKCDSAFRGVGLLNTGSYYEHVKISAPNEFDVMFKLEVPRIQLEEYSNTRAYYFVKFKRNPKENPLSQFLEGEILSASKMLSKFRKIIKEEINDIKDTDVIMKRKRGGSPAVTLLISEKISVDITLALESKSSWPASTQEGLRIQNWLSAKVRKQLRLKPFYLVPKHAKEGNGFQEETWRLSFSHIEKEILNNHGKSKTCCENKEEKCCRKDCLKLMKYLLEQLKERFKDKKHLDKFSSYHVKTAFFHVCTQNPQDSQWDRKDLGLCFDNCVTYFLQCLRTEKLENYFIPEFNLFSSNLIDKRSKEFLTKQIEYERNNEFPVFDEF
* marks the source's active call; other numbers are inactive results; . = no result given. Rule as the data show it, unless noted: active = inhibition above about 40%; inactive = the rest.

canonical_smiles	NPYLR7 ag	mcGAS lum	hcGAS inh
O=C(c1csc(Nc2ccc(OC(F)F)cc2)n1)N1CCN(C(=O)c2ccco2)CC1	17	.	-7
Cc1nc(NC(=O)Cn2nc(C)c([N+](=O)[O-])c2C)c(Br)cc1Br	-9	-5	-8
CC(C)NC(=O)N(CCN(C)C)Cc1c(-c2ccccc2)noc1N1CCCCC1C (stereo unspecified)	13	-7	-4
CCOCCCN(CC(=O)N(CCc1ccc(OC)c(OC)c1)Cc1ccc(C)s1)C(=O)Nc1ccc(C)c(Cl)c1	13	-6	-10
CCCCC(NC(C)=O)C(=O)N1CCC(c2ccc(F)cc2)CC1 (stereo unspecified)	-2	-3	-9
Cc1cccc2sc(C(=O)Nc3ccc(S(=O)(=O)N(C)C)cc3)c(Cl)c12	2	-17	-5
N#Cc1c(NC(=O)CSc2nnc(-c3c[nH]c4ccccc34)o2)sc2c1CCCC2	8	.	-6
Cc1ccc(Oc2ccc(NC(=O)Cn3ccnc3)cc2)cc1	-2	-14	-2
COc1ccc(-c2cc3nc(C)cc(N4CCCCCC4)n3n2)cc1OC	5	-10	-14
OCCc1cnn(-c2ccc(CN3CCCC3)cc2)c1	3	.	3
C=C1CC2C=C(NC(C)=O)CC(C1)C2 (stereo unspecified)	-5	.	-7
O=C1NC(=NN=Cc2cccnc2)SC1Cc1ccc(SC(F)F)cc1 (stereo unspecified)	2	-5	-1
CCCCN(CC(=O)N(CCc1c[nH]c2ccccc12)Cc1ccccc1)S(=O)(=O)c1ccc(NC(C)=O)cc1	10	-4	-4
CC1(C)CC(=O)C=C(Nn2cnc3scc(-c4ccccc4)c3c2=O)C1	7	.	-2
Cc1sc2nc(CCN)nc(NCC(C)Oc3cccnc3)c2c1C (stereo unspecified)	-3	-15	-4
CCCNC(=O)CSc1n[nH]c(C2CCCO2)n1 (stereo unspecified)	2	.	-6
CC(=O)Nc1cc(S(=O)(=O)NC2CC2c2ccccc2)ccc1C (stereo unspecified)	10	.	-9
Cc1[nH]c(=O)ccc1C(=O)N1CCN(Cc2ccc(Cl)s2)CC1	1	.	-6
CCCCC(CC)CNC(CC(=O)Nc1cccnc1)C(=O)O (stereo unspecified)	-1	-10	-8
COC(=O)c1c(C)[nH]c(C)c1-c1nc(-c2ccccc2)c(C)[nH]1	15	.	-9
O=C(/C=C/c1cscn1)OC(c1ccccc1C(F)(F)F)C(F)(F)F (stereo unspecified)	2	.	-11
Cn1ncc2c(=O)n(CC(=O)Nc3ccc(Br)cc3Br)cnc21	11	-6	-4
COc1ccc(/C=C\C(=O)NCc2cc(-c3ccc(OC)c(OC)c3)on2)cc1OC	0	-7	-10
O=C(COc1ccccc1Br)c1ccc(O)cc1O	11	.	-4
N#Cc1c(NC(=O)COCCOCC(=O)Nc2sc3c(c2C#N)CCC3)sc2c1CCC2	1	.	-6
O=C(NCC1Cc2cc(F)ccc2O1)c1cc(Cl)ccc1F (stereo unspecified)	20	.	-5
COc1ccc(/C=C/c2ncc3ccccn23)cc1	-5	-4	-7
COc1ccc(CCOC(=O)[C@@H]2CCCN2C(=O)c2cccnc2Oc2ccccc2)cc1OC	20	-7	-4
CCOC(C)C(=O)Nc1nc2c(s1)CC(c1ccccc1)CC2 (stereo unspecified)	4	.	-17
N#Cc1ccc(N2CCCN(CC(O)c3cccc(C(F)(F)F)c3)CC2)cc1 (stereo unspecified)	4	.	-12
CCCC(c1ccccn1)N(C)C(=O)/C=C/c1c(C)nn(C)c1Cl (stereo unspecified)	-2	.	2
COc1cc(C)nc(N/N=C/c2cc(Cl)cc(Cl)c2OC)n1	0	-5	-4
CCN(CC(=O)N1CC(=O)N(c2ccc(Cl)cc2)C1)C(=O)c1cc(OC)cc(OC)c1	16	-6	-10
CC(=O)c1cc2c(cc1NS(=O)(=O)c1ccc3c(c1)NC(=O)C(C)O3)OCO2 (stereo unspecified)	-8	.	0
CCOc1ncccc1C(=O)Nc1sc2c(c1C#N)CCCC2	6	-5	-10
CC(C)N1CCN(C(=O)c2cc(C3CC3)[nH]n2)CC1	.	1	9
CCN(CC(=O)N1CCN(C(=O)c2cccs2)CC1)CC1COc2ccccc2O1 (stereo unspecified)	4	.	-9
CCCN1COc2ccc3c(=O)c(-c4ccccc4)coc3c2C1	2	-4	-2
CNc1ncnc2c1C(c1ccc(Br)cc1)c1c(NC)ncnc1O2	5	.	-1
CCC1CCCN(C(=O)c2ccc(Cl)c3cccnc23)C1 (stereo unspecified)	11	.	-7
COCCCN1COc2ccc3c(=O)c(Oc4cccc(OC)c4)c(C(F)(F)F)oc3c2C1	-9	-1	1
O=C(CNC(=O)C1CC1(c1ccccc1)c1ccccc1)NCCc1ccccn1 (stereo unspecified)	0	-3	-3
CCc1ncc(C(=O)N2CC[C@@H](c3ccc4ccccc4c3)[C@H](O)C2)cn1	1	.	-5
COCCN(CC(=O)N(Cc1cccn1Cc1ccccc1Cl)C1CCCCC1)C(=O)c1cc(OC)cc(OC)c1	-5	-6	-9
CC(O)CC(C)(C)CNC(=O)C(C(C)C)N1CCCCC1 (stereo unspecified)	-2	-1	1
CCOC(=O)c1nc2ccccc2nc1N1CCCN(C(=O)c2cc(C)oc2C)CC1	8	-4	-8
CC1CN(c2cc(Cl)nc(SCC(=O)NCCN3CCCC3)n2)CCN1C(=O)CC(C)(C)C (stereo unspecified)	15	-4	-8
CC(=O)NC(C(=O)N1CCOC(c2ccccc2)C1)C(C)C (stereo unspecified)	0	-7	-9
C=c1c(C#N)c2[nH]c(N)c(C#N)c(C)c-2/c1=C/c1ccc(-c2ccccc2[N+](=O)[O-])o1	3	-5	-6
CSc1ccccc1N=CC=C1N(C)c2ccccc2C1(C)C	-7	.	-10
COCCSc1nc2sc(C)c(C)c2c(=O)n1Cc1ccccn1	2	.	-7
COc1cccc(-c2nc(C(N)=O)c3[nH]c(=O)n(-c4ccc5c(c4)OCO5)c3n2)c1	-3	-7	-5
COc1ccccc1-c1c(C)nn2c(N3CCN(Cc4ccccc4)CC3)cc(C)nc12	1	-1	9
Cc1cc(NC(=O)CNc2ccc(C#N)cc2)no1	-1	-8	-9
Cc1c([N+](=O)[O-])c([N+](=O)[O-])nn1CC(=O)Nc1sc2c(c1C#N)CCCC2	5	.	1
Cc1sc(NC(=O)CN2C(=O)c3ccccc3C2=O)nc1-c1ccccc1	-5	2	-3
O=C(Cc1cccs1)N(CCS(=O)(=O)N1CCNCC1)C1CCCCC1	.	-4	-12
Cc1ccc(S(=O)(=O)N2CCN(C(=O)CCc3ncc(-c4ccc(C)c(C)c4)o3)CC2)c(C)c1	1	.	-7
CCSC[C@H](N)C(=O)N1CCN(C)C2(CCN(C)CC2)C1	7	-13	0
CCC1CN(Cc2cccc3nccnc23)Cc2cc(OC)ccc2O1 (stereo unspecified)	2	-5	0

(list continues)
canonical_smiles	NPYLR7 ag	mcGAS lum	hcGAS inh
CCCNc1nc(SC)nc2c1cnn2CCNC(=O)Cc1ccc(Cl)cc1	.	-6	-5
COCCN(CCOC)Cc1cc(=O)oc2cc(-c3ccccc3)c(O)cc12	12	2	5
Nc1c(C(=O)Nc2nccs2)sc2nc3c(c(-c4cccs4)c12)CCCCC3	7	-4	-3
O=C(c1cn[nH]n1)N1CCC2(CC1)CCN(c1ccccc1)C2=O	2	-16	-3
COc1ccc(NC(=O)N2CCc3ccccc3C2c2ccc(Cl)cc2)cc1OC (stereo unspecified)	10	-5	-3
Cc1cnc2c(C(=O)NCCC3COc4ccccc4O3)cnn2c1 (stereo unspecified)	0	.	-2
CC(C)(C)C(=O)N1CCC(=NNc2ccc(C(=O)O)cc2)CC1	18	-18	-7
CCCc1c(OCCCOc2ccc(OCC(=O)O)cc2)ccc(CC=O)c1O	-12	.	-2
COc1cccc(-c2nc(Cn3nnc(C(=O)Nc4cccc(C)c4C)c3C)c(C)o2)c1OC	12	-8	-8
CCOC(=O)Nc1sc2c(c1C(=O)OCC)CCC2	6	-4	0
Cc1ccc(CN(C(=O)c2ccc(C#N)cc2)c2cccc(CC(=O)N(C)Cc3ccco3)c2)cc1	.	1	1
CCOC(=O)c1cc(OC)c2cccc(CN3CCCCCC3(C)C(=O)NCC(C)C)c2c1 (stereo unspecified)	1	.	-16
Cc1cccc(NC(=O)CSc2nc(N)c(NC(=O)c3ccc(Br)o3)c(=O)[nH]2)c1	6	-6	-5
O=C(CCCn1c(=O)oc2cc([N+](=O)[O-])ccc21)Nc1ccccn1	5	.	-1
COC(=O)c1ccc(C(=O)OC)c(NC(=NS(=O)(=O)c2ccc(F)cc2)c2ccccc2)c1	-4	-4	-7
Cn1nc(NC(=O)c2ccco2)c2c1NC(=O)CC2c1cccs1 (stereo unspecified)	-12	-10	-6
CCc1nnc(NC(=O)c2cc(Cl)c(OCC(N)=O)c(OC)c2)s1	1	.	-10
O=C(Nc1ccc(F)cc1F)C1CC2CCCC(C1)C2=O (stereo unspecified)	1	.	-2
COc1cccc2cc(/C=C/C(=O)NCc3ccc4c(c3)OCO4)oc12	1	-6	-9
CCOC(=O)c1ccc(NC(=O)CSc2ccc(-c3sc(-c4cccs4)nc3C)nn2)cc1	-12	-2	0
CC(=O)OC(C(=O)NC1CC2CCC(C1)N2Cc1ccc2c(c1)OCO2)c1ccccc1 (stereo unspecified)	1	-6	-2
O=C(CN(Cc1ccc(F)c(F)c1)C1CC1)N1CCSC1c1ccccc1Cl (stereo unspecified)	-1	-4	-6
Cc1cc(C(=O)Nc2ccc(Oc3cccc(C(N)=O)c3)cc2)on1	1	-11	-6
CCCCN(CC(=O)NCc1ccccc1)CC(=O)N(CCc1c[nH]c2ccccc12)Cc1ccc(Cl)c(Cl)c1	.	-7	-9
COc1cccc(-c2cc(C(=O)NCCN(C)C)nc3cc(-c4ccccc4)nn23)c1	-11	0	4
CCOC(=O)c1c(NC(=O)c2cccnc2Cl)c(-c2cccc(F)c2)cn1C	-1	-5	-6
Cn1c(SCC(=O)NC2CCCC2)nnc1C(F)(F)F	0	.	-5
S=C(NNc1nnnn1-c1ccccc1)Nc1ccccc1	-6	1	-1
COc1cccc(C2CC(c3cc(C)ccc3C)=NN2C(=O)CN2CCN(Cc3ccccc3)CC2)c1 (stereo unspecified)	20	-6	-10
CCc1nnc2n1N=C(c1ccc3c(c1)OCCO3)CS2	-5	.	-14
Cc1ccc(CN(C)C(=O)CN2CCc3cc(S(N)(=O)=O)ccc32)cc1	19	.	-5
CCc1nc2ccc(C(=O)NCCN3CCCC3)cn2c1N(C)CCCc1ccccc1	18	-2	-3
O=C(Nc1nc(-c2cc(Cl)ccc2Cl)cs1)c1ccc([N+](=O)[O-])s1	-6	-7	-6
Cc1ccc(F)cc1NCC(=O)Nc1ccc2c(c1)OCCO2	-1	.	-17
CN(C)c1ccc(NC(=O)c2cccc(F)c2)cc1CN(C(=O)c1cccs1)C1CCCCC1	7	-7	-2
CC(C)NC(=O)C(C)N1CCc2onc(-c3ccc(C(F)(F)F)cc3)c2C1 (stereo unspecified)	135*	1	5
Cc1nc2c(=O)n(C(C)c3ccccc3)nc(-c3cccs3)c2s1 (stereo unspecified)	3	-5	8
O=C(CSc1ncnc2sccc12)NNC(=O)c1ccc(Br)s1	-3	.	1

Another view of some results above:
> CN(C)c1ccc(NC(=O)c2cccc(F)c2)cc1CN(C(=O)c1cccs1)C1CCCCC1
  NPYLR7 ag: 7	mcGAS lum: -7	hcGAS inh: -2
> Cc1ccc(CN(C)C(=O)CN2CCc3cc(S(N)(=O)=O)ccc32)cc1
  NPYLR7 ag: 19	mcGAS lum: .	hcGAS inh: -5
> Cc1nc2c(=O)n(C(C)c3ccccc3)nc(-c3cccs3)c2s1 (stereo unspecified)
  NPYLR7 ag: 3	mcGAS lum: -5	hcGAS inh: 8
> O=C(CSc1ncnc2sccc12)NNC(=O)c1ccc(Br)s1
  NPYLR7 ag: -3	mcGAS lum: .	hcGAS inh: 1

2 of these compounds in a different format.
Screens in order – NPYLR7 ag	mcGAS lum	hcGAS inh
O=C(CSc1ncnc2sccc12)NNC(=O)c1ccc(Br)s1
    -3	.	1
Cc1ccc(F)cc1NCC(=O)Nc1ccc2c(c1)OCCO2
    -1	.	-17
